# Assay outcomes from PubChem BioAssay.
# PTAP TSG101 blk = blocks PTAP/TSG101 interaction to inhibit HIV-1 budding; Fluorescence polarization, FITC-PTAP peptide / Tsg101 binding; Q99816; Potency, µM (titrated, usually from 115 µM), inactives show top-dose activity change, negative = inhibition, actives largely listed as inhibitors; 340,000 tested, under 10 active; AID 493005; active means well fitted inhibition curve with a large enough effect in the main read-out, with a control signal flat, not every such curve was filed as active; inconclusive means small, poorly fitted or top-dose-only effect, or effect the other way, or a change in a side signal; inactive means no such curve, though single readings can be large or run the other way; further: potency means the concentration at half of the fitted maximal effect; % of control where 0% means no effect
#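 Tsg101 binding domain (10 uM final) was mixed with compound and a FITC-labeled PTAP peptide (50 nM final) in HEPES pH 7.5 buffer with NaCl, Tween 20, EDTA and TCEP; fluorescence polarization was read after 20 min at r.t.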
# TCR act = activators of T cell receptors; primary human leukocytes, anti-CD3, IL-2 HTRF, 48 h; Potency, µM (series often up to 9.22 µM), inactives show at the top dose activation of IL-2 secretion, actives largely listed as activators; 330,000 tested, under 10 active; AID 504894; further: % of control where 0% means no effect
#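 HTRF read-out of IL-2 secretion: europium cryptate donor excited at 320nm, d2 acceptor emission at 665nm. Cells were primary human leukocytes incubated 48 hr with compounds and a-CD3 beads, supplying TCR signal only.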
# Eya2 inh = blocks the phosphatase activity of human Eya2 | O00167 | recombinant Eya2, OMFP fluorescence dephosphorylation (OMFP is methylfluorescein phosphate) | Potency, µM (titrated, usually from 76.9 µM), for inactives: at the highest dose activity, negative = inhibition, most hits filed as inhibitors | 330,000 tested, 0.006% active; further: potency means the concentration at half of the fitted maximal effect; on the % scale 0 is the no-effect control and ±100 the full control effect
# Target sequence (O00167 whole entry, looked up): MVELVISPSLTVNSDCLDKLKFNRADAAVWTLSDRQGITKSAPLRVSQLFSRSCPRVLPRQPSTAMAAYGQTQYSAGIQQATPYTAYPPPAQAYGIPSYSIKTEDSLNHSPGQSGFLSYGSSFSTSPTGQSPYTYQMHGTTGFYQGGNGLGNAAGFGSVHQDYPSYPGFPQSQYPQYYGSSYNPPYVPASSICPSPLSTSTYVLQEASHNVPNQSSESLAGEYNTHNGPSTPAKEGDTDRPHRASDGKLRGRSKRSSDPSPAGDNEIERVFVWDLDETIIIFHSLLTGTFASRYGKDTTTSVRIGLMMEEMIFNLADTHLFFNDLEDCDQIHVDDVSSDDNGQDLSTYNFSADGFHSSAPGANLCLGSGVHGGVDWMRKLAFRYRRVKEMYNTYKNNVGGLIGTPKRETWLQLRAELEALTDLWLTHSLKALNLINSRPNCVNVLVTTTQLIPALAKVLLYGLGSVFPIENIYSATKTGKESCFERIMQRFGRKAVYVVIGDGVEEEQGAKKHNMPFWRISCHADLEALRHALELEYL
#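 Eya2 protein (added as 0.2 uM solution) was preincubated with compound for 10 min at ambient temperature in 50 mM HEPES pH 7.5, 50 mM NaCl, 5 uM MgCl2, 0.05% BSA, 1 mM DTT. OMFP (added at 50 uM) then reacted 10 min; fluorescence read at 485/525 nm.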
# Mito fusion act = inhibitors of mitochondrial division or activators of mitochondrial fusion | S. cerevisiae fusion-defective mutant growth rescue, CellTiterGlo 48 h | Potency, µM (doses to about 46.1 µM), for inactives: at the highest dose growth rescue (activation), usual class: activators | 320,000 tested, 0.23% active | AID 485298;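 further: potency means the concentration at half of the fitted maximal effect; % of control where 0% means no effect; nearly all actives have a fitted effect of over 45% in size; temperature-sensitive fusion mutants such as fzo1-1 at 37 °C on non-fermentable ethanol glycerol medium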
#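 Yeast fusion mutant, YPEG (non-fermentable carbon), compound, 48 h at 37C non-permissive; CellTiterGlo added, 10 min RT, luminescence read. Rescued growth = division inhibition.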
# Tb PFK block = T. brucei PFK enzyme inhibition. O15648. T. brucei PFK, ADP-Glo luminescence. Potency, µM (top dose mostly 57.5 µM), for inactives: top-dose activity, negative = inhibition, most hits filed as inhibitors. 330,000 tested, 0.17% active;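 further: potency means the concentration at half of the fitted maximal effect; 0% = uninhibited 1x PFK enzyme wells and -100% = no-enzyme wells; nearly all actives have a fitted effect of over 60% in size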
# Target sequence (O15648 whole entry, looked up): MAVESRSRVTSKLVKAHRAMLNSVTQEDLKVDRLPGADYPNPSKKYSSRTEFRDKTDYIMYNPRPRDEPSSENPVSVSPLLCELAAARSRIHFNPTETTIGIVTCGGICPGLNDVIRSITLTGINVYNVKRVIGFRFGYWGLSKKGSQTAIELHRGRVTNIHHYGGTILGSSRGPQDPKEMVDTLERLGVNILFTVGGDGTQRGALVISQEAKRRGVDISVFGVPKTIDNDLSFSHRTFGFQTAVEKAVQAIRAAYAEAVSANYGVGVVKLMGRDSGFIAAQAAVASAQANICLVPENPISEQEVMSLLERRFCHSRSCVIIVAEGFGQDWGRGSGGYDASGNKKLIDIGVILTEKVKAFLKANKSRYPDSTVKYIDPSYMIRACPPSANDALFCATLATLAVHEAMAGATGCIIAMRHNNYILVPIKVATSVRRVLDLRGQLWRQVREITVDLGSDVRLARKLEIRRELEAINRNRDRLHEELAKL
#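 Compounds were pin-transferred as a titration series up to 57 uM into substrate buffer (0.5 mM F6P, 0.1 mM ATP, pH 8.0), then 1.25 nM PFK was added and reactions ran 45 min before ADP-Glo detection.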
# Chronic BCR inh = chronic active BCR signaling inhibition; ABC-DLBCL IkBa-CBG/CBR reporter, luminescence ratio, 4 h; Potency, µM (series often up to 46.1 µM), without a hit: at the highest dose ratio change, negative = lower green/red ratio, actives largely listed as inhibitors; 340,000 tested, 0.05% active; AID 493014; active means well fitted inhibition curve with a large enough effect in the signal ratio, with a control signal flat, not every such curve was filed as active; inconclusive means small, poorly fitted or top-dose-only effect, or effect the other way, or a change in a side signal; the % refers to the signal ratio;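 further: potency means the concentration at half of the fitted maximal effect; plate controls were basal doxycycline-induced cells for no effect and cells given 10 µM MG132 for full effect; MG132 reads +100%, hits lower the ratio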
#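 Compounds up to 46 uM were incubated four hours with TMD8 cells whose green CBG68 luciferase is fused to IkappaBalpha; red CBR luminescence normalised the signal, and concentration-effect curves were fitted to fusion, red and ratio data.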
# TSHR antag = human thyrotropin receptor antagonism; P16473; TSHR-expressing cells, TSH-stimulated cAMP HTRF, 2 h; stronger effect = lower value; activity change, negative = inhibition, % at 11.5 µM; 330,000 tested, 0.2% active;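 active means activity change below a set negative limit, meaning inhibition stronger than a set level, cut at about -70% in these data; inconclusive means activity change between two set negative limits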; further: on the % scale 0 is the no-effect control and ±100 the full control effect
#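 Inhibition of cAMP made by TSHR-expressing cells under TSH stimulation (4nM final, EC80; 2 h, 37 deg C) is quantified with a one-step lysis HTRF kit, anti-cAMP cryptate versus cAMP-d2.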
# ASM inhibitor = inhibitors of human secretory acid sphingomyelinase; Potency, µM (series often up to 57.5 µM), inactives show at the highest dose activity change, negative = inhibition, most hits filed as inhibitors; 340,000 tested, 0.006% active; P17405; AID 504937; placental ASM, HMU-PC fluorogenic substrate, 60 min; further: potency means the concentration at half of the fitted maximal effect
#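 Human placenta-derived ASM enzyme was preincubated with compound for 10 minutes at room temperature, then given fluorogenic substrate HMU-PC0 (9 uM final) for 60 minutes at 37 °C; a pH 10 stop preceded fluorescence reading at Ex 386/Em 447 nm.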
# Integrin act MD = integrin-mediated muscular dystrophy alleviation activation; alpha7betagal myoblasts, beta-gal FDG fluorescence, 48 h; Potency, µM (highest dose often 38.3 µM), for the others: at the highest dose activation, actives largely listed as activators; 350,000 tested, 0.064% active; AID 624291;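 further: potency means the concentration at half of the fitted maximal effect; 100% = response of the positive control SU9516; nearly all actives have a fitted effect of over 60% in size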
#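 Alpha7betagal+/- myoblasts (passage 13) were plated 16-24 hr, then exposed to compounds (1:260 dilution of DMSO stock) for 48 hours at 37C. After MPER lysis, β-galactosidase reporter activity was read as FDG fluorescence (ex 480/em 540) after 30 minutes.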
# A-T KAP1 phos = potential ataxia-telangiectasia treatment. […] A-T fibroblasts, KAP-1 phosphorylation AlphaLISA; neocarzinostatin DNA damage 30 min before lysis. Potency, µM (doses to about 57.5 µM), without a hit: at the highest dose activation, usual class: activators. 320,000 tested, 0.19% active. AID 485349; further: potency means the concentration at half of the fitted maximal effect; % of control where 0% means no effect; nearly all actives have a fitted effect of over 45% in size
#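 ATM-like activity read as KAP-1 phosphorylation via AlphaLISA donor/acceptor antibody pairs after lysis and 6 hr at 25C. Cells were ATM-null patient fibroblasts ([…], hTERT), dosed 60 min, then exposed to the DSB inducer NCS for 30 min.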
# ELG1 repair inh = blocks ELG1-dependent DNA repair in HEK293T cells. 330,000 tested, 2.3% active. HEK293T ELG1-luciferase reporter, luminescence, 16 h; DNA damage induced by 5-fluorouridine. Potency, µM (top dose mostly 46.1 µM), without a hit: at the top dose activity change, negative = inhibition, most hits filed as inhibitors. AID 504467; further: potency means the concentration at half of the fitted maximal effect; on the % scale 0 is the no-effect control and ±100 the full control effect; nearly all actives have a fitted effect of over 55% in size
#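 Cells (2,000 per well) received 5-fluorouridine plus test compound or DMSO and were incubated 16 hr at 37 °C, 5% CO2. Luciferase activity was read by luminescence 30 min after ONE-Glo addition; signal suppression marked inhibition of damage-induced ELG1 function.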
# Starred values were filed as active, the others as inactive; ? = inconclusive; · = not tested or not shown; [ ] = remark or other dose. Unless noted, the call rests on the fitted dose curve; in most records, active means well fitted curve in the direction sought with a large enough effect; inconclusive means small, poorly fitted or top-dose-only effect, or another doubt; inactive means no such curve, though single readings can be large; an effect the other way counts as inactive or inconclusive. The order is random; about 3.2% have a hit in one of these screens.
No.	Structure	Mito fusion act	ASM inhibitor	A-T KAP1 phos	Chronic BCR inh	Integrin act MD	TCR act	Tb PFK block	ELG1 repair inh	Eya2 inh	PTAP TSG101 blk	TSHR antag
1	CCN(CC)S(=O)(=O)c1cccc(-c2n[nH]c(=S)n2CC(C)C)c1	?	-5%	3%	-6%	11%	-3%	21%	-13%	-19%	0%	-14
2	CCOC(=O)C1=C(N)N2C(=O)C(C)SC2=C(C(=O)OCC)C1c1ccccc1 (centres undefined)	2%	-13%	3%	2%	11%	1%[46.1 µM]	1%	4%	17%	1%	-15
3	CC(C)(C)C1CCc2c(sc(NC(=O)CSc3ncn[nH]3)c2C#N)C1 (centres undefined)	0%	-6%	0%	?	-52%[inhibitor]	6%[46.1 µM]	-7%	?	-13%	-5%	-19
4	Cc1ccc(S(=O)(=O)N2CCN(C(=O)c3ccc(N4CCCCC4)c([N+](=O)[O-])c3)CC2)cc1	-1%	-11%	-3%	1%	?	9%	-2%	-24%	-4%	-2%	-4
5	Cc1ccccc1NC(=O)c1ccc2c(c1)CCN2S(C)(=O)=O	1%	0%	-3%	?	-27%	-21%	1%	-12%	6%	-1%	-1
6	Cn1cnnc1SCC(=O)Nc1ccc(S(=O)(=O)N2CCOCC2)cc1	-2%	3%	1%	-1%	0%	5%	-1%	21%	2%	-2%	-2
7	CCOC(=O)c1c(NC(=O)COC(=O)CCCOc2ccc(OC)cc2)sc(C(=O)NC)c1C	-3%	·	1%	5%	24%	1%	-3%	-12%	28%	-7%	-9
8	COc1ccc(C(=O)OCC(=O)Nc2nc3c(F)c(F)c(F)cc3s2)cc1OC	-4%	0%	1%	0%	3%	2%	2%	-21%	5%	1%	1
9	COC(=O)C1=C(CN2CCCc3ccccc32)NC(=O)NC1c1ccc(F)cc1 (centres undefined)	0%	-1%	4%	8%	-2%	-23%	5%	?	-6%	-1%	1
10	CCCCNC(=O)c1cc(-c2ccc(OC)c(OC)c2)on1	-6%	-2%	5%	?	-11%	-6%	3%	?	5%	-1%	3
11	CCCc1cc(=O)oc2c(C)c(OCc3nn[nH]n3)ccc12	0%	18%	-3%	13%	-18%	-2%	-3%	11%	-16%	-5%	-2
12	CCOC(=O)CN1C(=O)C(=O)N(Cc2cccc(C)c2)C1=O	-13%	1%	29%	1%	16%	3%	9%	6%	7%	1%	-21
13	CCOC(=O)CN1C(=O)S/C(=C/c2ccc(C)o2)C1=O	0%	0%	-15%	?	17%	·	9%	?	-24%	1%	12
14	O=C(COC(=O)CNS(=O)(=O)c1cccc(F)c1)NCCc1ccccc1	-1%	-1%	-2%	4%	12%	-4%	-1%	10%	5%	-6%	-13
15	Cc1ccc(-c2nc(C(=O)NCCCN3CCOCC3)cc3c2[nH]c2ccccc23)cc1	0%	18%	-1%	?	-5%	-1%	4%	?	1%	-2%	-9
16	CCN(CC)C(=O)Oc1ccc2c(=O)c(-c3ccc(OC)cc3)coc2c1	3%	-9%	2%	-1%	-35%	-15%	-1%	?	12%	-4%	-31
17	O=C(NCCc1ccccc1)c1cccc2c1C(=O)c1ccc(N3CCOCC3)cc1S2(=O)=O	·	-2%	6%	-1%	-6%	-5%	-2%	-15%	3%	-4%	10
18	Cn1cc(Cl)c(C(=O)Nc2nc3ccccc3s2)n1	9%	0%	3%	?	27%	-23%	-6%	?	7%	-5%	-12
19	CCOc1ccccc1NC(=O)CSc1nnc(Cc2cccn2C)n1-c1ccc(F)cc1	1%	5%	-1%	?	0%	-1%	-15%	4%	-3%	-1%	7
20	COCCNC(=O)COC(=O)CSCc1nc2ccccc2s1	-1%	11%	-7%	?	3%	0%	3%	16%	10%	-3%	-13
21	CN(C)S(=O)(=O)c1ccc(NC(=O)COC(=O)CC2CC3CCC2C3)cc1 (centres undefined)	2%	-3%	0%	0%	-11%	-2%	0%	9%	9%	0%	0
22	CNC(=S)N(CCCO)Cc1cc2cc3c(cc2[nH]c1=O)OCO3	2%	23%	-17%	-6%	28%	-1%	-3%	-1%	-1%	-7%	-5
23	Cc1ccc(NC2CCCN(C(=O)c3ccnc(Cl)c3)C2)cc1C (centres undefined)	6%	1%	-6%	-16%	-10%	3%	1%	-2%	-6%	-1%	-6
24	Cc1cc(NC(=O)c2cccc(Cl)c2)n[nH]1	10%	2%	19%	?	-7%	-11%	0%	?	4%	-1%	-1
25	N#CC(C#N)=c1ccc2c(c1)NC1(CCCCC1)N=2	-20%	-1%	-15%	5%	-39%[inhibitor]	11%	?	?	-14%	-4%	-13
26	CCc1ccc(C(=O)Nc2cc(C)on2)o1	2%	1%	6%	0%	?	2%	6%	?	15%	-3%	4
27	Cc1cc(C)c[n+](-c2[nH]c(=O)sc2/C=N/N=C(\N)[S-])c1	-2%	-3%	-8%	4%	19%	7%	-3%	-13%	5%	-5%	9
28	CCOC(=O)c1c(C)[nH]c(N=Nc2cccc(OC)c2)c1C	6%	-19%	-1%	-2%	9%	2%	2%	?	-11%	-2%	-8
29	CN(C1CCCCC1)S(=O)(=O)c1ccc(SCC(=O)C(C)(C)C)nc1	·	-1%	16%	0%	-22%	·	-2%	?	-4%	-7%	-14
30	CCN=C1SC(CC(=O)Nc2ccc(N3CCOCC3)cc2)C(=O)N1CC (centres undefined)	1%	1%	-3%	-2%	13%	-18%	0%	8%	11%	-2%	-6
31	COc1ccc(/C=N\NC(=O)c2ccccc2Cl)cc1COc1c(F)c(F)c(F)c(F)c1F	2%	-16%	7%	?	7%	6%	-7%	-15%	-17%	1%	4
32	Cc1c(CNC2CCCC(C)C2C)c(C(=O)O)c(C)n1Cc1ccccc1 (centres undefined)	-6%	0%	-3%	1%	2%	1%	0%	0%	-2%	0%	-6
33	CCCS(=O)(=O)N1CCCC(c2nc(-c3cccc(OC)c3)no2)C1 (centres undefined)	-4%	-2%	9%	-5%	0%	·	2%	?	15%	·	-7
34	CC(NC(=O)Cc1cccs1)c1ccc2c(c1)OCO2 (centres undefined)	-3%	1%	6%	7%	5%[7.66 µM]	-1%	-8%	1%	-3%	-4%	0
35	CCOc1ccc(-n2c(SCC(=O)N3CCc4ccccc43)nnc2-c2c[nH]c3ccccc23)cc1	-3%	-3%	-5%	4%	-7%	4%	0%	2%	0%	-2%	-3

# An excerpt from above, showing only ASM inhibitor and TSHR antag:
nr	compound	ASM inhibitor	TSHR antag
16	CCN(CC)C(=O)Oc1ccc2c(=O)c(-c3ccc(OC)cc3)coc2c1	-9%	-31
17	O=C(NCCc1ccccc1)c1cccc2c1C(=O)c1ccc(N3CCOCC3)cc1S2(=O)=O	-2%	10
18	Cn1cc(Cl)c(C(=O)Nc2nc3ccccc3s2)n1	0%	-12
19	CCOc1ccccc1NC(=O)CSc1nnc(Cc2cccn2C)n1-c1ccc(F)cc1	5%	7
20	COCCNC(=O)COC(=O)CSCc1nc2ccccc2s1	11%	-13
